Bioassay records as filed in PubChem.
MC4R antagonist = human MC4R antagonism in cAMP assay; MC4R-expressing cells, MTII-stimulated cAMP, LANCE TR-FRET; inhibition, % at 6.5 µM; hit rate 0.48% among 360,000; AID 540295;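 active = inhibition above its plate's cutoff, the mean of tested wells on that plate plus 3 SD, cut at about 29% in these data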;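 note: 0% = Melanotan II alone and 100% = Melanotan II plus saturating MCL0020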
Target sequence (P32245 whole entry, looked up): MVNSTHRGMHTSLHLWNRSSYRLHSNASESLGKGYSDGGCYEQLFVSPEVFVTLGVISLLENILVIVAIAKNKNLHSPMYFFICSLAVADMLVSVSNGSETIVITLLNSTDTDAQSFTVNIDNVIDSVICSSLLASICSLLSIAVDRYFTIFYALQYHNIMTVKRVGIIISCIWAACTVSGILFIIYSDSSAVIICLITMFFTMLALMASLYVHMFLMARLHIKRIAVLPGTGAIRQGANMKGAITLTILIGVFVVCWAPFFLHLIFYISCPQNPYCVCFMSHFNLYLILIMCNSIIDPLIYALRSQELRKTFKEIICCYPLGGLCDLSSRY
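Material: human MC4R-expressing U2OS cells. Probe or stimulus: Melanotan II challenge. Dosing: 6.5 µM single dose. Times: 30-min compound, 1-h challenge, 1-h detection, room temperature. Technique: TR-FRET with Eu-cAMP and labeled anti-cAMP, 671 nm. Replication: singlicate.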
N-glyco inh = N-linked glycosylation inhibition; reporter increase, % at 12.5 µM; D54 ERlucT glycosylation luciferase reporter, 24 h; percent of 100 nM tunicamycin response; AID 588692; hit rate 0.23% among 360,000;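 active = mean luciferase reporter signal, scaled so untreated is 0 and the glycosylation-blocking control 100, at or above a set limit in every replicate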;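 note: luciferase carries N-glycosylation sites so blocking glycosylation raises the light; 0% = median of neutral control wells and 100% = median of 100 nM tunicamycin wells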
NOD2-RIPK2 inh = NOD2-RIPK2 protein interaction inhibition; O43353; CHO BLA complementation NOD2-RIPK2, CCF4 ratio; inhibition, % at 4.98 µM; hit rate 0.38% among 360,000; AID 624267; in the data active = inhibition above about 21%;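 note: 0% = vehicle only and 100% = reference blocker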
Target sequence (O43353 whole entry, looked up): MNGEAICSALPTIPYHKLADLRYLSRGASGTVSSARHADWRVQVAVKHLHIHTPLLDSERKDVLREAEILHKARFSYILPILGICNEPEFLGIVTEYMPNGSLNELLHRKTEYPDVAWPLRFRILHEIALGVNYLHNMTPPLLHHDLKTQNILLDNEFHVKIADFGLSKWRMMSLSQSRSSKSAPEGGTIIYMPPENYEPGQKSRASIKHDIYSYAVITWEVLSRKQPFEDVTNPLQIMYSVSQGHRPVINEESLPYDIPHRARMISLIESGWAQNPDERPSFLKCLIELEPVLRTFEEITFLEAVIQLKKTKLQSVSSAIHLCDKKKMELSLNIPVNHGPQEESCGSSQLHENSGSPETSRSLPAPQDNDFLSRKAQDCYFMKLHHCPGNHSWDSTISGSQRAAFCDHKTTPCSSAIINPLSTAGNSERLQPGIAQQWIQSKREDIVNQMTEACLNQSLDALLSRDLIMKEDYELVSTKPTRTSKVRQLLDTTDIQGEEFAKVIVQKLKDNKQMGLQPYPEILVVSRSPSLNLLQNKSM
MC4R ag barr = agonists of human melanocortin 4 receptor (MC4R) beta-arrestin | P32245 | U2OS MC4R beta-arrestin complementation, luminescence; percent of melanotan II response, DMSO zero | hit rate 0.98% among 360,000 | AID 540308 | activation, % at 8.9 µM;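 active = activation above a per-plate cutoff, the mean activation of sample wells on that plate plus 3 SD, cut at about 8% in these data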
TLR9-MyD88 inh = TLR9-MyD88 interaction inhibition | CHO BLA complementation TLR9-MyD88, CCF4 FRET ratio | inhibition, % at 4.98 µM | hit rate 0.21% among 340,000;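 active = inhibition above the mean over all tested compounds plus 3 SD, cut at about 21% in these data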;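 note: 0% = DMSO only wells and 100% = clavulanate BLA inhibitor control wells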
HTR2A ag = activates the mouse 5-HT2A serotonin receptor. activation, % at 7.6 µM. CHO-K1 mHTR2A beta-arrestin complementation, luminescence; percent of 30 µM serotonin response. AID 624169. P35363. hit rate 0.66% among 360,000;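 active = activation above a run cutoff, the mean activation of all tested compounds plus 3 SD, cut at about 14% in these data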;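 note: 0% = plate median of compound wells and 100% = 30 µM serotonin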
ABCB6 inh 2 = human ABCB6 transporter inhibition; Q9NP58; K562-ABCB6 porphyrin accumulation, flow cytometry, 1 h; active compounds read low; fluorescence ratio to DMSO, % at 10 µM; hit rate 0.19% among 360,000; AID 602162;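 active = fluorescence ratio to DMSO below 75%, the collection mean minus 3 SD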;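 note: signal is porphyrin accumulated inside mitochondria; 100% equals median channel fluorescence of DMSO control wells; lower ratio means ABCB6 inhibition with less porphyrin fluorescence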
ABHD5 PLIN5 PPI = ABHD5-PLIN5 protein interaction inhibition; Q00G26+Q8WTS1; Split G. princeps luciferase complementation, luminescence, 4 h; inhibition, % at 4 µM; hit rate 0.78% among 360,000; AID 602281;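 active = inhibition above the mean inhibition across every tested compound plus 3 SD, cut at about 22% in these data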;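 note: 0% = DMSO only wells and the 100% control is not disclosed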
NCOA2 inhibitor = human SRC2 (NCOA2) inhibition. Q15596. HEK293 GAL4-SRC2 luciferase reporter, luminescence. inhibition, % at 9 µM. hit rate 0.17% among 370,000. AID 651957;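 active = inhibition above the mean inhibition of all tested compounds plus 3 SD, set per campaign, cut at about 52% in these data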;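 note: 0% = DMSO treated cells and 100% = cells given Gossypol at 36 µM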
H9c2 protect = myocardial damage modulation in H9c2 cells. H9c2 cardiomyocytes, H2O2 injury protection, ATPLite, 2 h. protection from H2O2 cell death, % at 20 µM. hit rate 0.63% among 360,000. AID 588492;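 active = compounds giving at least 50% protection of heart cells from peroxide-induced death in the single-dose screen, raw or plate-pattern-corrected value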;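 note: 0% = DMSO wells with peroxide and 100% = DMSO wells without peroxide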
* = called active by the depositor; nt = not tested or not shown. A portion of the library; count on the stated rates, not on these rows.

No.	compound	MC4R antagonist	N-glyco inh	NOD2-RIPK2 inh	MC4R ag barr	TLR9-MyD88 inh	HTR2A ag	ABCB6 inh 2	ABHD5 PLIN5 PPI	NCOA2 inhibitor	H9c2 protect
1	O=C(Nc1ccc(Oc2ccccc2)cc1)C1CCCO1 (stereo not given)	7	-5	4	-1.9	16	-3	99	-3	-24	3
2	O=C(/C=C/c1ccc(F)cc1)NCc1ccco1	4	0	3	1.6	7	-1	104	4	-12	-3
3	COc1ccc(C(=O)NCc2ccc(C(=O)O)o2)cc1	4	0	-8	-1.3	-9	9	104	-2	-2	-5
4	COc1ccccc1CNC(=O)C1Cc2cc(S(=O)(=O)N3CCCCC3)ccc2N1C(C)=O (stereo not given)	5	-2	6	1.8	-3	-1	98	3	-18	-1
5	Cc1ccccc1OCc1nnc2c3cnn(C)c3ncn12	4	-2	-6	-2.6	3	3	89	-2	-74	1
6	COc1cccc(N2C(=O)C3C(C2=O)C3(c2ccccc2)c2ccccc2)c1 (stereo not given)	-7	-1	3	0.5	-6	3	99	-5	-9	1
7	Cc1c(NC(=O)OCCNC(=O)Nc2ccccc2)sc(=S)n1C	11	1	-9	-0.9	-4	-4	96	3	-16	6
8	CN(CC(=O)Nc1ccccc1C(F)(F)F)C(=O)c1ccccc1Sc1ccccc1C#N	7	-1	-6	-2.1	1	9	98	6	4	-1
9	NC(=O)[C@@H]1CCCCNc2c(F)cc([N+](=O)[O-])cc2C(=O)N[C@@H](CCCN=C(N)N)C(=O)NCC(=O)N1	-2	0	2	-0.8	6	5	96	6	-16	-1
10	CCCCCOc1ccc(Cl)cc1CN1CCOCC1	-2	-3	-5	2.0	2	-1	94	-6	-36	-10
11	Cc1nnc(SCC(=O)NCc2ccc3c(c2)OCO3)n1C	3	2	-2	-1.6	2	-3	104	-5	10	5
12	CSc1nnc(-c2cccn(Cc3cccc(Cl)c3)c2=O)o1	12	-2	-7	-3.0	-3	3	103	0	-5	12
13	CCN=C1SC(C(=O)Nc2cccc(C)c2)CC(=O)N1CC (stereo not given)	5	0	-7	-0.5	-9	0	91	-7	-2	7
14	CC(=O)Nc1ccc(C(=O)OCc2ccc(Cl)c(Cl)c2)cc1	-1	-1	3	-1.3	1	-4	97	-3	12	-11
15	NC(=O)C1CCN(CCS(=O)(=O)c2ccc(Cl)cc2)CC1	0	-2	3	-1.7	1	-1	100	10	36	-4
16	Cc1ccc(C)c(S(=O)(=O)Nc2ccc(C(=O)N3CCOCC3)cc2)c1	0	1	-1	-0.6	-15	1	101	-8	0	1
17	Cc1nn(-c2cccc(Cl)c2)c2nc(C(F)(F)F)[nH]c(=O)c12	17	5	2	-0.3	9	7	102	-2	19	-21
18	COc1ccc(C)cc1-n1nnnc1SC(C)C(=O)NC1CCCC1 (stereo not given)	3	-2	-7	-1.7	4	-2	96	-7	-1	5
19	Cc1[nH]c2ccccc2c1SCC(=O)O	4	0	-6	-2.5	-8	1	108	-5	-2	-3
20	CC(C)CN(c1ccccc1)S(=O)(=O)c1nnc(NC(=O)C(C)C)s1	17	-2	10	1.4	-3	-6	100	1	-5	-1
21	O=C(CSc1nnc(-c2ccccc2)c(-c2ccccc2)n1)NC1CCS(=O)(=O)C1 (stereo not given)	6	-3	-11	-1.3	-2	0	94	-3	-13	-8
22	Cc1c(C(=O)NC2CCCc3ccccc32)cccc1[N+](=O)[O-] (stereo not given)	-1	-4	3	3.1	4	4	168	5	1	-1
23	COc1ccc(NC(=O)Nc2ccc3c(c2)N(C)C(=O)CS3)cc1Cl	9	-3	5	1.4	-12	-5	103	1	15	-9
24	COc1cc(Cl)ccc1OCc1cc(C(=O)N(C)Cc2cn(C)nc2C)no1	4	1	-7	-4.8	-3	-1	95	-3	-9	0
25	COC(=O)c1c(-c2ccc(Br)cc2)noc1N	0	-3	-6	0.3	-8	3	99	1	-10	4
26	COc1cccc(/C=N/NC(=O)CCn2nnc3ccccc32)c1	2	-1	-1	1.7	-3	0	95	-4	-8	2
27	CC(C)OC(=O)CSc1nnc(C2CCCCC2)n1N	0	3	15	-0.3	nt	1	103	-5	-29	-1
28	CCOC(=O)COc1cccc2c(=O)n(CC(=O)N3CCC(C)CC3)ccc12	14	2	-11	1.2	-4	-5	99	-1	-16	4
29	Cc1ccc(CN2CCN(C(=O)c3ccncc3)CC2)cc1	1	0	-9	-4.1	-3	-3	101	1	13	1
30	O=C(N/N=C/c1ccc(N2CCCCC2)o1)c1ccccc1	-1	1	-8	0.0	-6	3	117	4	-29	-6
31	Cc1cc(C)nc(N2CCC(C(=O)Nc3cccc(C(F)(F)F)c3)CC2)n1	1	1	-1	14*	3	0	90	8	22	-4
32	CCCCNC(=O)c1nnn(-c2ccccc2)c1N	1	-2	-4	-0.1	-7	3	99	2	-26	0
33	Cc1ccc(NC(=O)c2cc(-c3ccccc3O)n[nH]2)cc1Cl	18	1	3	3.9	-5	4	96	1	-6	14
34	CCOC(=O)[C@H]1[C@H]2COc3ccc(OC)cc3[C@@H]2N2C(=O)CN(Cc3ccco3)C(=O)[C@@]12C	8	1	0	-0.1	-2	0	100	-2	-19	4
35	CSc1ccccc1OCc1cc(C(=O)NCCC2CCCCO2)no1 (stereo not given)	5	-1	-1	-2.1	5	-1	95	0	-135	-5
36	COc1ccc(C(=O)C2CCCN(C(=O)c3n[nH]c4c3CCCC4)C2)cc1OC (stereo not given)	-14	-1	-4	-0.6	-1	0	97	2	-7	-1
37	CCC(CC)C(=O)c1c[nH]c(C(=O)N2CCN(c3ccccc3F)CC2)c1	22	2	-31	3.4	2	2	101	5	-9	7
38	FC(F)(F)c1cccc(-c2cncc(N3CCN(CCN4CCCC4)CC3)n2)c1	2	-4	-12	-0.9	nt	-3	98	3	4	9
39	CC(C)N(C)c1ncnc2c1ncn2[C@H]1CN(Cc2ccccc2)C[C@@H](CO)O1	-7	3	-2	-0.8	nt	1	97	-6	-7	8
40	Cc1cc(C)c2nc(-c3ccccn3)cc(C(=O)n3cccn3)c2c1	10	2	-1	4.5	5	4	102	-3	3	-4

Part of the list above, with each value named.
32	CCCCNC(=O)c1nnn(-c2ccccc2)c1N
  MC4R antagonist = 1	N-glyco inh = -2	NOD2-RIPK2 inh = -4	MC4R ag barr = -0.1	TLR9-MyD88 inh = -7	HTR2A ag = 3	ABCB6 inh 2 = 99	ABHD5 PLIN5 PPI = 2	NCOA2 inhibitor = -26	H9c2 protect = 0

33	Cc1ccc(NC(=O)c2cc(-c3ccccc3O)n[nH]2)cc1Cl
  MC4R antagonist = 18	N-glyco inh = 1	NOD2-RIPK2 inh = 3	MC4R ag barr = 3.9	TLR9-MyD88 inh = -5	HTR2A ag = 4	ABCB6 inh 2 = 96	ABHD5 PLIN5 PPI = 1	NCOA2 inhibitor = -6	H9c2 protect = 14

The list goes on.
No.	compound	MC4R antagonist	N-glyco inh	NOD2-RIPK2 inh	MC4R ag barr	TLR9-MyD88 inh	HTR2A ag	ABCB6 inh 2	ABHD5 PLIN5 PPI	NCOA2 inhibitor	H9c2 protect
41	N#CC1(NC(=O)CSc2ccccn2)CCCCC1	1	1	-4	2.4	1	15*	97	-8	-24	3
42	O=C(CNc1cccc([N+](=O)[O-])c1)N/N=C/c1ccc(F)cc1	-1	6	-1	-3.3	5	-5	96	-4	-23	-5
43	CC(=O)c1sc2nc(-c3cccs3)ccc2c1N	9	3	-1	-1.6	5	-1	108	-10	8	-4
44	CC(C)(C)c1cc(C(C)(C)C)cc(S(=O)(=O)CCc2ccccn2)c1	14	-4	-9	0.2	1	-4	103	2	14	-9

Three compounds from above, arranged by their value in NOD2-RIPK2 inh, largest number first:
entry	canonical_smiles	MC4R antagonist	N-glyco inh	NOD2-RIPK2 inh	MC4R ag barr	TLR9-MyD88 inh	HTR2A ag	ABCB6 inh 2	ABHD5 PLIN5 PPI	NCOA2 inhibitor
42	O=C(CNc1cccc([N+](=O)[O-])c1)N/N=C/c1ccc(F)cc1	-1	6	-1	-3.3	5	-5	96	-4	-23
41	N#CC1(NC(=O)CSc2ccccn2)CCCCC1	1	1	-4	2.4	1	15*	97	-8	-24
44	CC(C)(C)c1cc(C(C)(C)C)cc(S(=O)(=O)CCc2ccccn2)c1	14	-4	-9	0.2	1	-4	103	2	14

Rewritten with each value named: part of the list above
43) CC(=O)c1sc2nc(-c3cccs3)ccc2c1N
  MC4R antagonist = 9 | N-glyco inh = 3 | NOD2-RIPK2 inh = -1 | MC4R ag barr = -1.6 | TLR9-MyD88 inh = 5 | HTR2A ag = -1 | ABCB6 inh 2 = 108 | ABHD5 PLIN5 PPI = -10 | NCOA2 inhibitor = 8 | H9c2 protect = -4

42) O=C(CNc1cccc([N+](=O)[O-])c1)N/N=C/c1ccc(F)cc1
  MC4R antagonist = -1 | N-glyco inh = 6 | NOD2-RIPK2 inh = -1 | MC4R ag barr = -3.3 | TLR9-MyD88 inh = 5 | HTR2A ag = -5 | ABCB6 inh 2 = 96 | ABHD5 PLIN5 PPI = -4 | NCOA2 inhibitor = -23 | H9c2 protect = -5
